# Screening results (PubChem)
# Ins promoter up: MIN6 insulin promoter up-regulation | 190,000 compounds, 0.3% hits | MIN6 insulin promoter-GFP reporter, high-content imaging; stronger effect = higher value | z-score at 5 µM;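 active = z-score above 3 at 5 µM with at least 500 cells counted in the well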
# bCat nuc transl: modulators of beta-catenin nuclear translocation. HeLa beta-catenin nuclear translocation, immunofluorescence imaging. nuclear translocation activity, % at 5 µM. 190,000 compounds, 0.3% hits. AID 1665;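 active = nuclear translocation activity above 50% at 5 µM, with a well cell count of 50 or more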;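 note: per-cell ratio of nuclear to cytoplasmic median beta-catenin stain intensity; plate controls were DMSO negative control for no effect and GSK-3 inhibitor IX positive control for full effect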
#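 System: HeLa cells, endogenous beta-catenin; compound dosing: 5 µM primary single dose, 0.1% DMSO, 0.02–20 µM confirmation series; incubation: 24 h compound exposure at 37°C, 5% CO2; signal: beta-catenin immunofluorescence imaging with DAPI; evaluation: % activation, nuclear-to-cytoplasmic median beta-catenin signal ratio per cell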
# West Nile antiviral: West Nile virus antiviral activity, cell-based, CPE readout (AID 1621). 290,000 compounds, 0.02% hits. CPE inhibition, % at 10 µM; hits with a dose series show IC50 in µM. West Nile virus-infected cells, CPE inhibition; higher % means a stronger effect; in the data active = a potency from the dose series; note: strong numbers were not always called active
# Myeloid diff MLP: myeloid differentiation induction. 360,000 compounds, 1% hits. AID 624256. ER-HoxA9 myeloid progenitors, lysozyme-GFP differentiation, flow cytometry. calls only at 10 µM;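 active = normalized GFP-positive differentiation at or above the plate's own cutoff, the solvent-only control mean plus 3 SD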;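 note: cells exposed to compound for four days before flow analysis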
# WT yeast gro inh: growth inhibition of WT yeast, mitochondrial fusion screen; AID 1362; mitochondrial fusion phenotypic screen, WT strain; 190,000 compounds, 2.1% hits; inhibition, % at 10 µM; in the data active = inhibition above about 58%; tested in S. cerevisiae
# Hep lipid drop: hepatic lipid droplet formation modulation. AML12 mouse hepatocytes, oleate lipid droplets, BODIPY imaging. inhibition, % at 6.5 µM. 240,000 compounds, 0.4% hits;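 active = lipid droplet intensity inhibited by at least 50%, with more than 500 cells counted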
#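 Assay system: AML12 hepatocytes (mouse); Probe or stimulus: oleic acid at 100 µM to induce lipid droplet formation; Dosing: compound at 6.5 µM only; Schedule: compound with oleate, overnight; Detection: fluorescence imaging, 20x objective, two fields per well; Measure: % inhibition of lipid droplet signal.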
# T cell modulator: modulates CD8 T cell binding to vesicles; 2C CD8+ T cell-vesicle binding, flow cytometry; stronger effect = lower value; calls only at 7 µM; 330,000 compounds, 0.068% hits; AID 2052;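 active = response, share of CD8 T cells binding vesicles, and their 90th percentile fluorescence all below set limits, cut at about 80% in these data, passing the limit was not always enough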
#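 Material: 2C TCR transgenic mouse naive CD8+ T cells, MACS-purified. Also added: QL9-charged Drosophila Ld/ICAM-1/B7-1 vesicles. Timing: binding 1.5 h at 37 °C. Measured by: high-throughput flow cytometry with anti-B7-1 and anti-CD8 staining. Read-out: percent CD8+ FL2 mean versus row control. Controls: Unloaded micro-vesicles (low), QL9 vesicles with 0.7% DMSO (high).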
# MT stabilize HCS: stabilizes microtubules in HeLa cells. AID 2205. 200,000 compounds, 0.83% hits. HeLa tubulin immunostaining HCS, 24 h; share of cells brighter than vehicle mean+2SD. % tubulin-high responders, % at 10 µM;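 active = plate Z-score above 3 for both tubulin-high and condensed-nucleus cell shares, with cell loss under 80%, at 10 µM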;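 note: anti alpha tubulin signal scored within the nucleus-defined area of each cell; some results filed as inactive read as strong as hits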
# Autophagy HCS: autophagy modulation, high-content screen; MEF GFP-LC3 puncta imaging; test concentration mostly 10 µM; 190,000 compounds, 0.98% hits; calls only at 10 µM (by protocol);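 active = percentage of spot-positive cells more than 3 SD above its plate mean, without a fluorescence outlier flag or 80% toxicity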;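 note: spot-positive cell cutoff set from DMSO-treated cells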
# WT yeast gro inh mutant strain: recorded beside WT yeast gro inh, whose call it bears; inhibition, %; mitochondrial fusion phenotypic screen, mutant strain inhibition
# Ins promoter up cell count: also measured in Ins promoter up; calls as there; cell count; measured here: cytotoxicity, nuclei count;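 total cells summed across four imaged fields per well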
# Hep lipid drop cells 6.5 µM: second read-out of Hep lipid drop, no call of its own (marks repeat the call); cell count; measured here: cell count, cytotoxicity flag;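 cells counted across two imaged fields per well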
# bCat nuc transl cell count 5 µM: also measured in bCat nuc transl; calls as there; cell count; measured here: cell count, cytotoxicity flag
# T cell modulator vesicle-bound %: also measured in T cell modulator; calls as there; double positive events, %; measured here: CD8+ vesicle-bound cell fraction;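 binding gate set so that unloaded-vesicle control wells show 10% double positive cells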
# MT stabilize HCS Hoechst-high %: recorded beside MT stabilize HCS, whose call it bears; % Hoechst-high responders; measured here: nuclear condensation Hoechst responders;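 share of cells brighter than vehicle mean plus two SD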
# MT stabilize HCS cytotoxicity %: second read-out of MT stabilize HCS, no call of its own (marks repeat the call); toxicity, %; measured here: cytotoxicity by cell density;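 0% = mean cell density of plate MIN control wells and 100% = no cells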
# Autophagy HCS cell loss 18 h: further read-out of Autophagy HCS, marked with its call; toxicity, %; measured here: cell loss, nuclei count;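 cell loss after 18 h compound exposure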
# Myeloid diff MLP GFP+ MAC1+ %: further read-out of Myeloid diff MLP, marked with its call; GFP+ MAC1+ double positive, %; measured here: differentiation confirmed by MAC1 staining
# * marks the source's active call; other numbers are inactive results; i = inactive; . = not tested or not shown.
# Fields: Ins promoter up cell count, T cell modulator, Autophagy HCS cell loss 18 h, West Nile antiviral, Myeloid diff MLP, WT yeast gro inh mutant strain, Hep lipid drop, Hep lipid drop cells 6.5 µM, MT stabilize HCS Hoechst-high %, bCat nuc transl, MT stabilize HCS cytotoxicity %, WT yeast gro inh, MT stabilize HCS, bCat nuc transl cell count 5 µM, Autophagy HCS, T cell modulator vesicle-bound %, Myeloid diff MLP GFP+ MAC1+ %, Ins promoter up
- CC1CCCC(C)N1C(=O)CSc1nc(N)c(-c2ccccc2)c(=O)[nH]1 (stereo not drawn)
 : ., i, 5, 0.0%, i, 2, -37, 811, 0.9, ., 9.6, -3, 0.8, ., i, 11, 4.4, .
- CCOC(=O)/C=C/C(=O)OCC(=O)Nc1c(Cl)cccc1Cl
 : 1219, i, 4, -0.3%, i, 14, 6, 730, 3.8, 1.1, 6.4, -16, 3.4, 1111, i, 32, 0.2, 0.47
- O=S(=O)(c1ccccc1)c1nc(-c2ccccc2)oc1N1CCOCC1
 : 1658, i, 3, 0.6%, i, -4, 4, 804, 2.7, 1.5, 0.9, 3, 2.9, 890, i, 27, 0.6, 1
- COc1ccc(NC(=O)CSc2nnc(CNC(=O)c3ccco3)o2)c(OC)c1
 : 912, i, -9, 0.6%, i, 16, 3, 778, 0.8, -4.3, 9.1, 1, 1.2, 1128, i, 48, 0.8, -0.03
- O=C(NC1CCS(=O)(=O)C1)c1cccc(S(=O)(=O)N2CCOCC2)c1 (stereo not drawn)
 : 1288, i, 4, -0.4%, i, 9, 8, 750, 0.6, 1.2, 18, -10, 3.0, 978, i, 34, 1.5, -0.03
- Cc1ccc(C)c(NC(=O)Cn2cnc3c(oc4ccccc43)c2=O)c1
 : 1335, i, -1, 0.0%, i, 12, -5, 690, 2.3, 1.9, 10.0, -11, 3.2, 1055, i, 44, 0.3, 0.48
- Cc1cccc(NC(=O)C2CCN(S(=O)(=O)c3ccc4c(c3)NC(=O)CO4)CC2)c1
 : ., i, ., 1.0%, i, ., 24, 777, ., ., ., ., ., ., ., 32, 0.0, .
- COc1ccc(C(=O)N2CCOC2CNC(=O)C(=O)NCc2ccco2)cc1 (stereo not drawn)
 : ., i, -32, -0.3%, i, 0, 0, 664, 2.6, -2.5, 5.2, 1, 7.6, 912, i, 61, 1.0, .
- CSc1nc2ncc(-c3ccsc3)c(N)n2n1
 : 1345, i, 3, 1.1%, i, -12, -2, 741, 2.2, 2.0, 8.2, -17, 1.1, 1099, i, 50, 0.5, -0.46
- CC(C)c1cc(C(=O)N/N=C/c2c[nH]c3ccccc23)n[nH]1
 : 1057, i, ., 0.5%, i, ., -6, 715, ., 2.3, ., ., ., 1336, ., 49, 0.5, -0.32
- COc1ccc(OC)c(NC(=O)CSc2nnc(N)s2)c1
 : 1061, i, 1, 0.7%, i, -8, 0, 764, 1.5, 0.4, 4.5, -6, 4.4, 1162, i, 22, 1.2, 1.8
- COc1ccc(NC(=O)C(CC(C)C)NC(=O)C2CCCCC2)c(OC)c1 (stereo not drawn)
 : 1210, i, 9, 0.0%, i, 2, 2, 738, 1.5, -1.0, 5.7, 9, 1.6, 1033, i, 11, 0.9, 0.24
- COc1ccccc1C(=O)Nc1ccnn1C1CCN(Cc2ccccc2OCCO)CC1
 : ., i, ., -0.7%, i, ., -1, 821, ., ., ., ., ., ., ., 52, 1.1, .
- O=C(COC(=O)/C=C/c1ccc(C(F)(F)F)cc1)NCCC1=CCCCC1
 : ., i, ., -0.3%, i, ., -1, 868, ., ., ., ., ., ., ., 10, 0.3, .
- O=C(CSc1nc2ccccc2c(=O)[nH]1)Nc1ccc(S(=O)(=O)N2CCCC2)cc1
 : 1303, i, -9, 3.3%, i, -1, ., ., 3.1, -3.3, 11, -4, 7.6, 900, i, 16, 0.8, 2
- Cn1c(CSc2ncccn2)nnc1SCC(=O)N1CCCC1
 : 1484, i, 1, 0.8%, i, 2, 3, 655, 1.6, 0.0, 4.5, -6, 1.6, 1540, i, 25, 0.9, 0.32
- O=C1CC(N(O)c2ccccc2)C(=O)N1c1cc(Cl)cc(Cl)c1 (stereo not drawn)
 : ., i, -20, 0.1%, i, 7, ., ., 1.6, -2.9, 23, -1, 9.3, 927, i, 54, 0.5, .
- CC1CCCCN1CC(=O)Nc1ccccc1Sc1ccccc1 (stereo not drawn)
 : 1528, i, 1, -0.9%, i, -5, -1, 590, 3.3, 0.4, 5.6, 23, 2.9, 1039, i, 44, 0.6, -0.69
- COc1ccc(S(=O)(=O)Nc2c(C)nc3nc[nH]n3c2=O)cc1
 : 1114, i, -1, 0.7%, i, 12, -3, 678, 3.3, -0.2, 7.7, -16, 2.6, 1095, i, 28, 0.1, -0.2
- Cc1ccc(C)c(S(=O)(=O)N2CCCOC2CNC(=O)C(=O)NCc2ccncc2)c1 (stereo not drawn)
 : 1206, i, 0, -0.3%, i, 0, 4, 683, 3.5, -3.1, 10, -5, 2.7, 1004, i, 44, 0.2, -0.15
- C=CCn1c(NC(C)c2cc(Cl)ccc2O)nc2ccccc21 (stereo not drawn)
 : 840, i, 0, ., i, 12, ., ., 1.7, -0.5, 9.5, 25, 5.6, 1156, i, 20, 3.4, 0.68
- CC(C)Cn1cnc2c(c1=N)C(c1ccccc1)C1=C(CC(C)(C)CC1=O)O2 (stereo not drawn)
 : 1132, i, ., -0.3%, i, ., 10, 773, ., -0.7, ., ., ., 1285, ., 29, 0.5, 0.01
- Cc1ccc(NC(=O)CSc2nn(-c3ccc(Cl)cc3)c(=S)s2)cc1S(=O)(=O)N(C)C
 : 1294, i, 4, -2.0%, i, -15, -34, 677, 3.3, -1.4, 7.7, -3, 2.7, 891, i, 33, 0.8, 0.69
- O=C(N/N=C/c1ccsc1)c1cc2ccccc2o1
 : ., i, ., -0.6%, i, ., -8, 717, ., ., ., ., ., ., ., 17, 1.1, .
- CCOC(=O)c1c(C)nc2c(c1-c1cc(OC)ccc1OC)C(=O)c1ccccc1-2
 : 1686, i, 7, -0.5%, i, 15, -5, 686, 1.7, -0.9, 8.9, -3, 2.7, 1091, i, 36, 0.8, 0.52
- O=C(CCn1c(=O)sc2ccccc21)NCCCn1ccnc1
 : 1191, i, -3, -0.4%, i, -9, -43, 689, 1.7, 0.7, 7.9, 1, 2.7, 1160, i, 24, 7.4, -0.05
- Cn1nnnc1SCC(=O)NC(=O)Cc1ccccc1
 : 1385, i, 23, -0.2%, i, -2, ., ., 1.7, -4.4, 15, 3, 3.5, 886, i, 49, 3.2, 0.61
- CC(C)CCCN1C(Nc2ccccc2)=NC[C@@H]1C
 : ., i, ., 0.1%, i, ., -2, 811, ., ., ., ., ., ., ., 28, 0.7, .
- O=C(c1ccco1)N1CCN(S(=O)(=O)c2cccc(Cl)c2)CC1
 : ., i, ., -0.5%, i, ., -2, 796, ., ., ., ., ., ., ., 29, 0.7, .
- C/C(=N\NC(=O)c1cc(-c2cccc([N+](=O)[O-])c2)n[nH]1)c1ccc(F)cc1
 : 1128, i, ., -0.2%, i, ., -14, 666, ., -0.2, ., ., ., 1346, ., 20, 0.2, -0.01
- CCOc1ccccc1NC(=O)c1sc2ncn(CC(=O)N3CCOCC3)c(=O)c2c1C
 : ., i, ., 0.7%, i, ., 9, 721, ., ., ., ., ., ., ., 20, 0.5, .
- CCOC(=O)C(NC(=O)NCc1ccc(OC)cc1)(OCC)C(F)(F)F (stereo not drawn)
 : 1512, i, -15, -0.6%, i, 5, 20, 557, 4.5, 0.9, 6.0, -2, 2.6, 1156, i, 44, 0.8, 0.11
- CCOc1ccc(NC(=O)NNC(=O)C(C)Oc2ccccc2OC)cc1 (stereo not drawn)
 : ., i, ., 0.0%, i, ., -1, 826, ., ., ., ., ., ., ., 4, 2.7, .
- COc1ccc(NC(=O)c2cc(-c3ccc(C)cc3)on2)cc1
 : ., i, ., -0.5%, i, ., 0, 811, ., ., ., ., ., ., ., 54, 0.3, .
- O=C(CSCc1ccc(Cl)cc1Cl)Nc1c[nH]c(=O)[nH]c1=O
 : 1368, i, 6, 0.1%, i, 0, 6, 712, 2.2, 1.2, 12, -11, 7.1, 1004, i, 46, 0.3, 0.67
- Cc1noc(C)c1COc1cccc(C(=O)N2CCc3ccccc32)c1
 : 1203, i, -2, -1.6%, i, -18, -14, 686, 3.2, -1.1, 8.8, 18, 4.3, 1082, i, 48, 0.1, -0.87
- CC(=O)Nc1cccc(NC(=O)C2CCCN2C(=O)Nc2ccc(C)cc2)c1 (stereo not drawn)
 : 1235, i, 0, 0.4%, i, 5, ., ., 1.8, -1.5, 6.0, -9, 4.3, 1110, i, 21, 0.6, 0.75
- CCC(=O)N1c2ccccc2[C@@H](N(C(C)=O)c2ccccc2)C[C@H]1C
 : 639, i, 0, 3.2%, i, 17, -1, 743, 2.1, -2.4, 11, 11, 1.1, 1043, i, 34, 0.4, 2
- c1ccc(-c2nc(-c3nccc4ccccc34)oc2-c2ccccc2)cc1
 : 1465, i, ., -0.5%, i, ., 2, 682, ., 0.0, ., ., ., 1144, ., 28, 0.2, -0.17
- CCN(Cc1ccccc1)S(=O)(=O)c1ccc(C(=O)N(CCCN(C)C)c2nc3cc4c(cc3s2)OCO4)cc1
 : ., i, ., 1.5%, i, ., -71, 515, ., ., ., ., ., ., ., 30, 0.3, .
- COc1ccccc1N1CCN(Cc2cc(OC)c3c(c2)OCO3)CC1
 : ., i, ., -0.4%, i, ., -4, 797, ., ., ., ., ., ., ., 34, 0.1, .
- C=CCn1c(SCCC#N)nnc1-c1ccncc1
 : 1132, i, 14, -0.3%, i, -1, -10, 787, 2.1, 0.0, 3.0, -9, 2.3, 1055, i, 25, 1.8, 1.2
- CC(C)CC(=O)Nc1ccnn1C1CCN(C(=O)c2ccccc2F)CC1
 : ., i, ., 0.0%, i, ., -11, 703, ., ., ., ., ., ., ., 25, 1.0, .
